Screening results from PubChem BioAssay.
Insulin prom up = insulin promoter activators in MIN6 cells, imaging, high-content screening, mouse beta cells; z-score at 5 µM; AID 1625, 2009; actives 0.3% (n = 190,000); MIN6 insulin promoter-GFP reporter; hits give high values;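 active = z-score above 3 at 5 µM with at least 500 cells counted in the well; inconclusive = wells under 500 cells, flagged as cytotoxic or low count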
bCat nuc transl = modulators of beta-catenin nuclear translocation, primary screen, imaging, HeLa cells, immunofluorescence, high-content | actives 0.3% (n = 190,000) | nuclear translocation activity, % at 5 µM;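 active = nuclear translocation activity above 50% at 5 µM, with a well cell count of 50 or more; inconclusive = wells under 50 cells across six images, flagged as toxic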;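 also: per-cell ratio of nuclear to cytoplasmic median beta-catenin stain intensity; plate controls were DMSO negative control for no effect and GSK-3 inhibitor IX positive control for full effect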
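Test system: human HeLa cells, endogenous beta-catenin. Times: 24 h compound exposure, 37°C. Measured by: beta-catenin immunofluorescence imaging with DAPI.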
T cell HTS = modulators of CD8 T cell-vesicle binding, primary screen, mouse 2C CD8+ T cells, flow cytometry | 2C CD8+ T cell-vesicle binding; hits give low values | calls only at 7 µM | actives 0.068% (n = 330,000) | AID 2052, 2009;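 active = response, share of CD8 T cells binding vesicles, and their 90th percentile fluorescence all below set limits, cut at about 80% in these data, passing the limit was not always enough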
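System: murine 2C transgenic CD8+ T lymphocytes; also added: QL9-loaded Drosophila micro-vesicles; times: binding 1.5 h at 37 °C; measured by: flow cytometry, PE anti-B7-1 (FL2) versus Alexa647 anti-CD8 (FL8), PFA-fixed; control set: Peptide-free naked vesicles (low) and QL9 vesicles with 0.7% DMSO vehicle (high)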
MT stabilizer = microtubule stabilizers in HeLa cells, primary screen, imaging, high-content imaging; HeLa tubulin immunostaining HCS, 24 h; share of cells brighter than vehicle mean+2SD; % tubulin-high responders, % at 10 µM; actives 0.83% (n = 200,000);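 active = plate Z-score above 3 for both tubulin-high and condensed-nucleus cell shares, with cell loss under 80%, at 10 µM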;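 also: anti alpha tubulin signal scored within the nucleus-defined area of each cell; some results filed as inactive read as strong as hits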
Lipid droplet = inhibitors of hepatocyte lipid droplet formation, primary screen, imaging, high-throughput imaging, BODIPY stain. AML12 mouse hepatocytes, oleate lipid droplets. actives 0.4% (n = 240,000). AID 1656, 2009. inhibition, % at 6.5 µM;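 active = lipid droplet intensity inhibited by at least 50%, with more than 500 cells counted; inconclusive = wells with under 300 cells, treated as cytotoxic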
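Material: mouse AML12 hepatocyte cell line, fixed after treatment; Timing: compound with oleate, overnight; Technique: high-content imaging of BODIPY-stained droplets and DAPI nuclei; Probe or stimulus: oleate, 100 µM final; Dosing: compound at 6.5 µM only.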
WT yeast gro inh = growth inhibition of WT strain, primary screen, mitochondrial fusion inhibitor project, WT and mutant strains, chemical genetic; mitochondrial fusion phenotypic screen; inhibition, % at 10 µM; actives 2.1% (n = 190,000); in the data active = inhibition above about 58%; tested in S. cerevisiae
West Nile virus CPE = West Nile virus antiviral activity, cell-based, CPE readout (AID 1621); West Nile virus-infected cells, CPE inhibition; higher % means a stronger effect; one-dose CPE inhibition, % at 10 µM; IC50 in µM for titrated hits; actives 0.02% (n = 290,000); in the data active = a potency from the dose series; inconclusive = CPE inhibition mostly from about 3.7% at the one dose, without a potency; inactive = the rest, 99 in 100 with CPE inhibition below about 2.2%; also: strong numbers were not always called active
Autophagy mod = autophagy modulators in MEF cells, primary screen, imaging, high-content, MEF GFP-LC3. MEF GFP-LC3 puncta imaging; test concentration mostly 10 µM. calls only at 10 µM (by protocol). actives 0.98% (n = 190,000). AID 463193, 2010;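 active = percentage of spot-positive cells more than 3 SD above its plate mean, without a fluorescence outlier flag or 80% toxicity; inconclusive = no clear call, values can overlap the other calls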;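 also: spot-positive cell cutoff set from DMSO-treated cells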
Myeloid diff MLP = induction of myeloid progenitor differentiation, primary screen, cell-based, flow cytometry, MLPCN library; calls only at 10 µM; actives 1% (n = 360,000); AID 624256, 2012; ER-HoxA9 myeloid progenitors, lysozyme-GFP differentiation;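 active = normalized GFP-positive differentiation at or above the plate's own cutoff, the solvent-only control mean plus 3 SD; inconclusive = no clear call, values can overlap the other calls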;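 also: cells exposed to compound for four days before flow analysis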
WT yeast gro inh mutant strain = second read-out of WT yeast gro inh, no call of its own (marks repeat the call); inhibition, %; mitochondrial fusion phenotypic screen, mutant strain inhibition
Insulin prom up cell count = second read-out of Insulin prom up, no call of its own (marks repeat the call); cell count; measured here: cytotoxicity, nuclei count;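 total cells summed across four imaged fields per well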
Lipid droplet cells 6.5 µM = recorded beside Lipid droplet, whose call it bears; cell count; measured here: cell count, cytotoxicity flag;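 cells counted across two imaged fields per well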
bCat nuc transl cell count 5 µM = second read-out of bCat nuc transl, no call of its own (marks repeat the call); cell count; measured here: cell count, cytotoxicity flag
T cell HTS vesicle-bound % = also measured in T cell HTS; calls as there; double positive events, %; measured here: CD8+ vesicle-bound cell fraction;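 binding gate set so that unloaded-vesicle control wells show 10% double positive cells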
MT stabilizer Hoechst-high % = second read-out of MT stabilizer, no call of its own (marks repeat the call); % Hoechst-high responders; measured here: nuclear condensation Hoechst responders;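 share of cells brighter than vehicle mean plus two SD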
MT stabilizer cytotoxicity % = also measured in MT stabilizer; calls as there; toxicity, %; measured here: cytotoxicity by cell density;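 0% = mean cell density of plate MIN control wells and 100% = no cells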
Autophagy mod cell loss 18 h = recorded beside Autophagy mod, whose call it bears; toxicity, %; measured here: cell loss, nuclei count;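 cell loss after 18 h compound exposure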
Myeloid diff MLP GFP+ MAC1+ % = recorded beside Myeloid diff MLP, whose call it bears; GFP+ MAC1+ double positive, %; measured here: differentiation confirmed by MAC1 staining
Numbers without * were called inactive; i = inactive; ? = inconclusive; / = not tested or not shown; + = active, no number.

SMILES	Insulin prom up	Insulin prom up cell count	bCat nuc transl	bCat nuc transl cell count 5 µM	T cell HTS	T cell HTS vesicle-bound %	MT stabilizer	MT stabilizer Hoechst-high %	MT stabilizer cytotoxicity %	Lipid droplet	Lipid droplet cells 6.5 µM	WT yeast gro inh	WT yeast gro inh mutant strain	West Nile virus CPE	Autophagy mod	Autophagy mod cell loss 18 h	Myeloid diff MLP	Myeloid diff MLP GFP+ MAC1+ %
O=c1[nH]c(=S)n(-c2cccc(Cl)c2)c(O)c1/C=N/N1CCOCC1	0.28	1032	0.6	1287	i	59.7	/	/	/	20.4	647	/	/	0.1%	/	/	i	0.3
COc1ccc(S(=O)(=O)Nc2ccccc2C(=O)NCc2cccnc2)cc1OC	/	/	/	/	i	35.2	/	/	/	6.3	803	/	/	-0.7%	/	/	i	0.5
Cc1ccc(C(=O)Oc2ccc(C(=O)COC(=O)C3CC(=O)N(Cc4ccco4)C3)cc2)cc1 (stereo unspecified)	/	/	10.2	475	i	27.4	1.1	1.5	3.5	30.7	708	-2.7	1.5	-0.5%	i	-0.2	i	0.8
Cc1cc(NC(=O)CSc2nnc(-c3c[nH]c4ccccc34)n2-c2ccc(Cl)cc2)no1	/	/	8.2	1070	i	16.3	1.8	1.3	5.9	-2.9	746	-19.7	-33.8	-0.3%	i	39.4	i	8.1
Cn1nc(-c2ccc(Cl)cc2)c2cc(C(=O)N3CCN(c4ccccn4)CC3)sc21	?	/	/	/	i	39.6	6.9	2.9	3.2	/	/	-8.2	-7.5	0.2%	i	18.9	+	11.6*
O=C(CCSCc1cccc(Cl)c1)NCCC1=CCCCC1	0.38	1621	0.1	1080	i	35.2	2.1	1.4	12.7	-42.5	555	29.0	3.0	-0.4%	i	2.2	i	0.8
COc1ccc(C(C)NC(=O)c2cccc([N+](=O)[O-])c2)cc1OC (stereo unspecified)	/	/	0.3	950	i	5.9	5.8	2.7	11.1	5.8	647	2.2	-21.6	-0.3%	i	-1.5	i	1.5
Cc1ccccc1NC(=O)c1cnc(Nc2nc3ccccc3s2)nc1C	/	/	/	/	/	/	2.4	1.4	6.8	/	/	4.0	-1.5	1.5%	i	12.7	/	/
Cc1ccc(CNC(=O)C2CCC(CNc3nc(=S)[nH]c4ccccc34)CC2)cc1 (stereo unspecified)	-0.44	1183	2.2	1084	i	48.3	3.0	2.2	6.8	9.9	675	-12.2	-11.4	-0.5%	i	1.6	i	0.5
O=C1CCCC2=C1C(c1cccc(Br)c1)n1nc(-c3ccco3)nc1N2 (stereo unspecified)	/	/	/	/	i	23.8	3.5	1.0	4.9	/	/	9.3	12.0	1.6%	/	/	i	0.7
CC(=O)Nc1ccc(-c2csc(NC(=O)Cc3ccccc3F)n2)cc1	/	/	/	/	i	41.3	/	/	/	57.7*	791*	/	/	-0.7%	/	/	i	0.6
CCOP(=O)(OCC)C(NC(=O)Nc1cccc(Cl)c1)C(N)=O (stereo unspecified)	1.12	1474	-2.1	1031	i	13.7	2.4	2.5	10.7	-9.7	686	1.0	7.2	-0.2%	i	0.0	i	0.2
CCN(CC)c1ccc(NC(=O)c2c(OC)cccc2OC)c(C)c1	1.01	1135	-1.9	1156	i	29.4	2.1	1.7	2.8	-0.3	802	-2.4	0.6	-0.5%	i	28.5	i	1.0
CCN1CCN(CC(=O)Nc2cccc(C)c2)C(=O)C1=O	/	/	/	/	i	53.2	2.9	3.4	9.2	/	/	4.8	1.1	-0.3%	i	0.8	i	1.0
Cc1ccccc1C(=O)Nc1nnc(-c2cccnc2)o1	0.19	1232	-0.1	1015	i	60.3	4.0	3.1	8.3	5.1	651	-8.2	2.9	0.7%	i	-5.3	i	0.8
CC(=O)c1c(C)nc2ccccn12	-1.11	1098	-1.4	1068	i	26.5	3.8	2.0	11.9	-2.2	706	1.7	20.6	/	i	-0.2	i	4.3
CN(C(=O)c1cc(COc2c(F)cccc2F)on1)C1CCOC1 (stereo unspecified)	/	/	/	/	i	20.0	/	/	/	27.5	721	/	/	-0.1%	/	/	i	5.1
COC(=O)c1sc(S(=O)(=O)N2CCN(c3ccc(OC)cc3)CC2)c(C(=O)OC)c1C	1.35	901	/	/	i	10.0	1.3	2.2	4.9	12.9	740	-14.1	-10.6	-0.4%	i	5.0	i	7.2
O=C(c1ccccc1)N1CCN(C(=O)N2CCOCC2)CC1	-1.06	986	/	/	i	49.3	1.9	1.8	16.5	/	/	-14.1	-0.7	-0.5%	i	28.2	i	1.0
c1ccc(CN2CCC3(CC2)Nc2ccccc2CO3)cc1	0.2	1874	0.3	1079	i	13.7	3.7	1.8	0.9	4.7	698	10.6	-10.6	0.5%	i	-7.3	i	11.2
CSc1nc(SCC(=O)NCc2ccco2)c2c3c(sc2n1)COC(C)(C)C3	0.69	1228	-0.8	1056	i	11.1	34.7*	44.6*	67.8*	/	/	6.3	-0.5	2.0%	i	4.5	/	/
CCCCCCN(C(=O)CCCCCN1C(=O)NC(c2ccc(Cl)cc2)C(C(=O)OCc2ccccc2)=C1C)C(C(=O)NCCCC)c1ccc(OCC(=O)OC)c(C(=O)OC)c1 (stereo unspecified)	-0.67	1005	-1.1	548	/	/	3.2	1.6	7.4	-1.7	734	5.4	-18.3	-0.3%	i	8.1	/	/
COc1ccc(N2CCN(S(=O)(=O)c3ccc4c(c3)OCCO4)CC2)cc1	-0.2	1292	1.9	1064	i	49.6	2.0	2.8	6.8	3.8	699	1.7	8.1	0.5%	i	-8.1	i	1.3
Cc1c(C(=O)NC(C)C)sc2ncn(CC(=O)N3CCC(C)CC3)c(=O)c12	-1	907	-3.0	1214	i	29.2	3.9	2.3	10.8	9.1	765	-10.6	-9.2	0.2%	i	-21.7	i	0.7
COC(=O)[C@H](Cc1ccccc1)NC(=O)N1CCN(Cc2ccccc2)CC1	-0.94	1467	2.0	1386	i	28.4	3.4	3.8	11.3	/	/	-8.1	-17.5	-0.7%	i	-19.4	i	1.0
Cc1ccn(CC(=O)NC2CCCN(Cc3ccc(CC(C)C)cc3)C2)n1 (stereo unspecified)	/	/	/	/	i	44.6	/	/	/	-4.0	667	/	/	-0.5%	/	/	i	0.8
CCc1ccccc1N(CC(=O)N1CCCCC1)S(=O)(=O)c1ccccc1	/	/	/	/	i	33.5	/	/	/	-43.3	773	/	/	-1.1%	/	/	i	1.0
CC(C)CC(=O)NC(=S)Nc1nc(-c2ccccc2)cs1	0.31	1388	0.1	974	i	42.0	4.5	1.3	5.2	-11.7	623	2.7	8.2	-0.6%	i	-3.8	i	0.6
CN1CCN(/C=N/c2c(C#N)cnn2-c2ccccc2)CC1	-0.8	1389	2.1	1026	i	39.0	3.8	2.1	4.9	-11.5	738	7.8	7.1	0.2%	i	2.0	i	0.7
COc1cccc(-c2ocnc2C(=O)Nc2ccc(N3CCOCC3)cc2N2CCOCC2)c1	/	/	/	/	i	31.2	/	/	/	-6.7	689	/	/	0.8%	/	/	i	0.9
O=C1CCCN1c1cc(Cl)cc(Cl)c1	-0.26	1182	-1.8	1083	i	61.9	3.8	1.2	8.0	4.1	726	11.3	-2.8	1.0%	i	7.7	i	0.4
CCCC1/C(=N/O)CC(c2ccccc2)NC1c1ccccc1 (stereo unspecified)	-0.2	1256	-0.5	1097	i	63.5	5.1	2.2	3.2	-10.9	721	11.8	-12.2	-0.9%	i	3.6	i	0.1
Cc1ccc(C(=O)c2cc3ccccc3o2)cc1	-0.07	1526	-0.4	1357	i	41.9	2.4	1.5	0.2	/	/	4.6	5.8	0.1%	i	13.7	i	0.7
CN(C)S(=O)(=O)c1ccc(Cl)c(NC(=O)COc2ccccc2[N+](=O)[O-])c1	/	/	0.5	897	i	1.4	2.6	2.5	5.1	17.3	585	0.1	-11.8	0.1%	i	19.6	i	0.8
CN1CCN(c2ccc(NS(=O)(=O)c3ccc(Cl)cc3)cn2)CC1	0.45	1581	-2.4	1085	i	47.3	1.3	1.8	5.6	2.8	631	7.4	8.0	-0.3%	i	15.7	+	4.1*
Cc1ccccc1OCC(=O)N1CCN(C(=O)COc2ccccc2C)CC1	/	/	/	/	i	41.2	/	/	/	33.1	839	/	/	-0.5%	/	/	i	2.6
COc1cccc(/C=C/C(=O)Nc2ccc(C(=O)Nc3cccc(S(N)(=O)=O)c3)cc2)c1OC	/	/	/	/	i	23.3	/	/	/	3.2	832	/	/	0.0%	/	/	i	0.6
COc1ccc(/C=C2\C(=N)N3N=C(CC(=O)N4CCOCC4)SC3=NC2=O)cc1	/	/	/	/	i	42.1	/	/	/	-2.3	677	/	/	1.0%	/	/	i	0.0
CCOC(=O)c1ccccc1NS(=O)(=O)c1ccc(OC)cc1	-0.27	922	1.8	1016	i	51.2	39.6*	15.7*	61.3*	-18.5	711	38.0	30.7	1.0%	i	26.0	i	0.8
O=C(/C=C/c1cc([N+](=O)[O-])ccc1OC(F)F)NCc1ccc(F)cc1	0.35	883	/	/	i	4.0	1.4	1.6	4.4	12.6	758	7.7	8.1	-0.6%	i	33.8	?	/
